SUMO HTRF inh: SUMOylation inhibition. HTRF SUMOylation assay, SAE1/SAE2 + UBC9, in vitro. inhibition, % at 35 µM. 0.36% of 290,000 active; in the data active = inhibition above about 50%, passing the limit was not always enough; also: strong numbers were not always called active
MEKK3 PB1 HTS: MEKK3-MEK5 PB1 interaction, increase or decrease; Q99759; binding response (% of control), % at 10 µM; bead-based flow cytometry, Alexa488-MEK5 binding to MEKK3; actives lie on both sides; 0 = blocked by unlabeled MEK5, 100 = vehicle; 1.4% of 290,000 active;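 active = binding response more than 3 SD above or below the average of its plate-row segment, actives on both sides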;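 also: Alexa488 bead fluorescence after subtracting the streptavidin-only scavenger bead signal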
NS3 helicase inh: HCV NS3 helicase inhibition. NS3 helicase DNA unwinding, Cy5 molecular beacon fluorescence. inhibition, % at 10.9 µM. 0.56% of 290,000 active. AID 1800;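 active = inhibition above the mean of all tested compounds plus 3 SD, set per campaign, cut at about 35% in these data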;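 also: 0% = DMSO wells and 100% = thioflavine S control wells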
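Material: hepatitis C virus NS3 helicase domain fragment enzyme; measured by: Cy5 fluorescence, 0 and 60 min reads; control set: DMSO and thioflavine S; incubation: 60 min unwinding reaction at 25 °C after ATP addition; read-out basis: % inhibition from 60/0 min fluorescence ratio, DMSO 0%, thioflavine S 100%; repeats: singlicate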
FID counter: displaces DNA intercalator in HCV helicase counter-screen. inhibition, % at 7.9 µM. DNA fluorescent intercalator displacement, fluorescence. AID 1845. 0.17% of 290,000 active; in the data active = inhibition above about 37%;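 also: 0% = vehicle and 100% = reference compound; higher means more ethidium bromide displaced from hairpin DNA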
VIM-2 inhibitor: inhibitors of Pseudomonas aeruginosa VIM-2 metallo-beta-lactamase | inhibition, % at 5.6 µM | 0.89% of 290,000 active | purified VIM-2, nitrocefin hydrolysis, epi-absorbance fluorescence | AID 1527;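 active = inhibition above the mean of all tested compounds plus 3 SD, cutoff set per screening run, cut at about 7.5% in these data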;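 also: red hydrolysis product quenches plate fluorescence so inhibitors raise well fluorescence; 0% = enzyme with DMSO and 100% = DMSO without enzyme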
IDE cell activ: activators of human insulin-degrading enzyme in cells; P14735; 0.073% of 340,000 active; HEK cells, FAbeta-B cleavage, fluorescence polarization; 0% vehicle, 100% cell-free pure enzyme wells; activation, % at 5.96 µM;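 active = activation above the mean of all tested compounds plus 3 SD, set per screening campaign, cut at about 17% in these data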
Target sequence (P14735 whole entry, looked up): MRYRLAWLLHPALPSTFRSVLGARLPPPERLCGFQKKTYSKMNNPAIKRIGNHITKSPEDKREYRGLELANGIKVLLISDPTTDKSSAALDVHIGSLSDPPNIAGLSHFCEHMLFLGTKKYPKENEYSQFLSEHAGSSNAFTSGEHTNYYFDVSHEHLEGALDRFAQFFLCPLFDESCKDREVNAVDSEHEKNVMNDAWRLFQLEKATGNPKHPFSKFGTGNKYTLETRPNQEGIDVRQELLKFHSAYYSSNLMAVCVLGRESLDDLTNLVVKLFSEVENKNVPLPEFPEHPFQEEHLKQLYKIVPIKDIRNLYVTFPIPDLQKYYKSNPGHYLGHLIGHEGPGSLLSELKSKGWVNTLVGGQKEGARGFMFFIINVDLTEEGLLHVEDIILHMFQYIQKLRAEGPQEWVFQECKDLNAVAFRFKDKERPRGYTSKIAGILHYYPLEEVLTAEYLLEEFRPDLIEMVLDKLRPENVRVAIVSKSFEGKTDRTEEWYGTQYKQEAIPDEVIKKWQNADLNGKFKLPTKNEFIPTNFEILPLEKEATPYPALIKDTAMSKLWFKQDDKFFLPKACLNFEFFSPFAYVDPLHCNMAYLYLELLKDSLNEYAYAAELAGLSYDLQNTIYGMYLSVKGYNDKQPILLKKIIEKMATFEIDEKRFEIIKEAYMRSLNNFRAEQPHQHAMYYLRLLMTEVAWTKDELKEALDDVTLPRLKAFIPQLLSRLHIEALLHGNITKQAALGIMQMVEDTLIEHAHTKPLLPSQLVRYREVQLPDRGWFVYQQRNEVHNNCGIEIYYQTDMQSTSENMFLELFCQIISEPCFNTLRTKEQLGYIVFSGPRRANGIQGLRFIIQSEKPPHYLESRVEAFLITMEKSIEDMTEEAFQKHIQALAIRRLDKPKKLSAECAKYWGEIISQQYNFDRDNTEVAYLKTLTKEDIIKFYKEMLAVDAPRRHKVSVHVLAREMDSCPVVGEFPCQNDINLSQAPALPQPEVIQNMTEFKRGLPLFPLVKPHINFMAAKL
PHOSPHO1 inh: inhibitors of human PHOSPHO1 phosphatase; recombinant PHOSPHO1, absorbance phosphatase assay; inhibition, % at 13.3 µM; 1.1% of 290,000 active; in the data active = inhibition above about 60%
p-CIP stab down: p/CIP protein destabilization; Q05BA5; F442A p/CIP-EGFP cells, EGFP fluorescence, 16 h; decrease of EGFP signal, % at 10 µM; 0.01% of 290,000 active; AID 1984;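 active = EGFP signal decrease of at least 30% at 10 µM or well 3 SD below plate mean, unless failing retest; inactive = the rest, including hits failing retest or dose response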; also: some compounds called inactive have numbers as strong as hits; many of its hits are not listed in these tables
IMP-1 inh: blocks Pseudomonas aeruginosa IMP-1 metallo-beta-lactamase; purified IMP-1, nitrocefin hydrolysis, epi-absorbance fluorescence; 0.45% of 290,000 active; AID 1556; inhibition, % at 5.6 µM;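 active = inhibition above the mean plus 3 SD of all compounds in the same screening run, cut at about 4.5% in these data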;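 also: 0% = IMP-1 with DMSO and 100% = DMSO wells lacking enzyme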
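System: purified IMP-1; amount: IMP-1 0.2 nM before substrate addition; compound: single dose, 5.6 µM; times: 25 °C, 15 min preincubation, 25 min reaction; signal: Epi-absorbance via hydrolysed-nitrocefin quenching of white-plate fluorescence, 480/530 nm, EDTA stop; benchmarks: DMSO with and without IMP-1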
Active calls of the source: *; nt = not tested or not shown; [ ] = dose if it differs, or a comment. An excerpt; count on the stated rates, not on these rows.

SMILES | SUMO HTRF inh | MEKK3 PB1 HTS | NS3 helicase inh | FID counter | VIM-2 inhibitor | IDE cell activ | PHOSPHO1 inh | p-CIP stab down | IMP-1 inh
CCOCCCn1c(SCC(=O)Nc2ccc(NC(C)=O)cc2)nc2ccccc2c1=O | 7 | 103 | -7 | -32 | 0.0 | 2 | 29 | -12 | -1.9
CC1C(=O)Nc2ccccc2N1C(=O)c1ccc(O)cc1 (stereo not given) | -8 | 99 | 1 | -6 | 1.4 | 1 | 13 | 1 | -0.5
Cc1ccccc1NC(=O)CNc1ccccc1N1CCCCC1 | nt | 93 | -12 | -22 | -2.2 | 2 | nt | nt | -2.8
Cc1ccc(NC(=O)CS(=O)CC(=O)Nc2ccccc2-c2ccc(C)o2)cc1 (stereo not given) | 23 | 102 | 9 | -2 | 9.1* | -43 | 2 | -22 | 3.1
COc1cccc(NC(=S)N(CCCN2CCOCC2)Cc2cn(C)c3ccccc23)c1 | -4 | 100 | -23 | 13 | 1.4 | 4 | 11 | 2 | 0.8
Cc1ccc(/C=C/c2nc3ccccc3[nH]2)o1 | 25 | 121 | 2 | -13 | -0.5 | -5 | 8 | 4 | -3.4
COc1ccc(S(=O)(=O)Nc2cccnc2)c(Cl)c1Cl | 12 | 92 | -8 | -1 | -1.9 | 5 | 21 | -4 | -1.2
CC1CC(C)CN(S(=O)(=O)N2CCC(C(=O)NCCc3ccccc3)CC2)C1 (stereo not given) | 1 | 102 | 0 | -29 | -1.8 | 0 | 20 | -11 | -0.6
CN(/N=C/c1ccc(Cl)cc1)c1ncc(Cl)cc1C(F)(F)F | -10 | 103 | -19 | 3 | -4.6 | 4 | -19 | 5 | -1.5
COc1ccc(Cn2cccc(NC(=O)Nc3ccc(C#N)cc3)c2=O)cc1 | 7 | 101 | -8 | -3 | -2.3 | 1 | 15 | -5 | -4.8
CCCN1C2CCCC1CC(NC(=O)c1ccccc1)C2 (stereo not given) | -1 | 108 | 16 | 8 | 0.5 | 7 | -32 | -15 | 0.1
O=C(N/N=C\C1CC=CCC1)c1ccc(Br)o1 (stereo not given) | 17 | 105 | 3 | -8 | -0.7 | 4 | 33 | -4 | -4.6
CN(CC(=O)NCCc1ccc(S(N)(=O)=O)cc1)S(=O)(=O)/C=C/c1ccccc1 | -5 | 100 | 0 | -11 | 0.2 | -4 | 26 | 0 | -4.7
O=[N+]([O-])c1cccc(-c2cc(C(F)(F)F)n3nc(-c4ccccc4)cc3n2)c1 | 25 | 84 | 10 | 2 | 0.2 | -4 | 24 | -6 | 0.9
Nc1n[nH]c(N)c1N=Nc1ccc(Cl)cc1 | -6 | 99 | -7 | 2 | -4.3 | 1 | -12 | -9 | -3.9
O=C(NC1CCCCC1)[C@@H]1CSC2c3ccccc3C(=O)N21 (stereo not given in full) | 13 | 97 | -4 | -7 | -1.6 | 1 | 34 | -13 | -0.7
O=C(O)CSc1nccn1-c1cccc(Cl)c1 | 3 | 103 | 2 | -4 | -0.6 | 3 | 27 | -7 | -2.3
Cn1nc(CC(=O)Nc2ncc(Br)s2)c2ccccc2c1=O | 3 | 101 | -6 | -1 | -1.2 | 4 | -1 | -8 | 1.3
CSc1ccccc1C(=O)Nc1ccc2c(c1)OCCO2 | -1 | 104 | 2 | 0 | -0.9 | -3 | 2 | -2 | -4.3
CN1CCN(/N=C2/C(=O)Nc3ccc([N+](=O)[O-])cc32)CC1 | -8 | 102 | 4 | 22 | -3.8 | 1 | 2 | 3 | -4.6
O=C(CN1C(=O)C(=O)c2ccccc21)NC1CCCCC1 | 18 | 48*[inhibitor] | 10 | -1 | -0.4 | 0 | 1 | -6 | -5.6
Cc1ccc(NS(=O)(=O)c2c(C(=O)N3CCOCC3)c(C)n(C)c2C)cc1C | 7 | 99 | -20 | -24 | -2.0 | 4 | 32 | 5 | -0.7
CC(C)CCn1cnc2c([nH]c3cccc(Cl)c32)c1=O | 13 | 101 | 3 | -1 | -1.2 | 6 | -11 | -1 | 0.4
O=C(CSc1nccn1-c1ccccc1)NCc1ccc(F)cc1 | -2 | 99 | 1 | -6 | -0.6 | 3 | -19 | -14 | -1.9
COc1ccc(C)cc1NS(=O)(=O)c1cccc2nonc12 | -6 | nt | 4 | 3 | -2.3 | 5 | -6 | 1 | -1.2

The results go on:
SMILES | SUMO HTRF inh | MEKK3 PB1 HTS | NS3 helicase inh | FID counter | VIM-2 inhibitor | IDE cell activ | PHOSPHO1 inh | p-CIP stab down | IMP-1 inh
Cc1cc(C)n2nc(SCC(=O)NCc3ccco3)nc2n1 | -8 | 77*[inhibitor] | 6 | 1 | -0.1 | -1 | 35 | -5 | -2.4
COc1ccc2oc(C(=O)CCC(=O)O)c(N)c2c1 | 12 | nt | 1 | 6 | -5.1 | -4 | 6 | -16 | -5.1
CC(=O)Nc1ccc(S(=O)(=O)Nc2ccccc2C(=O)N2CCOCC2)cc1 | 2 | 100 | 5 | -1 | -3.6 | -1 | 32 | 2 | -2.9
Oc1ccccc1C1CC(c2cccs2)=NC(c2ccc(Cl)cc2)N1 (stereo not given) | -1 | 99 | 21 | 7 | -5.6 | -4 | 18 | 1 | -4.0
COc1cc2cc(CN(CCc3cccc(C)c3)C(=S)NCCCN(C)C)c(=O)[nH]c2cc1OC | 7 | 97 | -63 | 21 | -0.6 | 0 | -7 | -3 | -2.1
CCOCCCNCC(=O)Nc1ccccc1N1CCOCC1 | -3 | 103 | -8 | 6 | -0.7 | -5 | 3 | 2 | -2.6
CN1CCN(c2ccccc2NC(=O)c2ccc(F)cc2)CC1 | 20 | 84 | 2 | 3 | -1.7 | 2 | 33 | -17 | -1.7
CC(C)(C)c1ccccc1NC(=O)c1ccco1 | -2 | 105 | 0 | 1 | 0.0 | 2 | -2 | 7 | -1.7
CCCCNC(=O)N1CCN(Cc2ccc(F)cc2)CC1 | 1 | 84 | 4 | -1 | -1.3 | -1 | 28 | -4 | -0.8
O=C(CCc1nnc(CCCCc2ccccc2)o1)N1CCCCC1CCO (stereo not given) | 7 | 76 | 6 | -33 | -0.8 | -1 | 36 | -8 | -3.4
Cc1cc(C)nc(Nc2nc(-c3ccccc3)cs2)n1 | -1 | 91 | -13 | -30 | 0.2 | 2 | -16 | 4 | 0.3
CN(C(=O)Cc1ccccc1)n1cnnc1 | -3 | 96 | 1 | -2 | 0.3 | 2 | 6 | -13 | -6.0
O=C(Cc1ccccc1)NCC(=O)N/N=C/c1ccc(Cl)cc1 | 4 | 110 | 4 | -8 | -3.8 | 7 | 28 | -3 | -3.5
O=C(c1ccc(S(=O)(=O)N2CCOCC2)cc1)N1CCN(C2=NS(=O)(=O)c3ccccc32)CC1 | 7 | 97 | -3 | -4 | -0.2 | 4 | -24 | -13 | -1.4
O=C(COC(=O)C1CC(=O)N(c2ccc3c(c2)OCCO3)C1)Nc1ccc2c(c1)CCC2 (stereo not given) | 17 | 103 | -1 | -18 | -3.3 | 2 | 22 | -10 | -0.8
COC(=O)CSC1=C(C#N)C(c2ccc(C(C)C)cc2)CC(=O)N1 (stereo not given) | 0 | 119 | 1 | -16 | -2.8 | 3 | -5 | 0 | -4.1
COc1ccc(C(=O)NCC(=O)OCC(=O)Nc2cc([N+](=O)[O-])ccc2F)cc1 | 6 | 99 | -15 | 8 | -0.9 | 4 | -3 | -1 | -1.5
CCCn1c(-c2cccc([N+](=O)[O-])c2)nc2c1c(=O)[nH]c(=O)n2Cc1ccccc1 | 8 | 70*[inhibitor] | -5 | -17 | -0.3 | 0 | 7 | -8 | -1.7
COc1ccc(C(=O)CC(=O)C(=O)Nc2ccc(C)c(Cl)c2)cc1 | 2 | 100 | 24 | -14 | -1.0 | 3 | 27 | -14 | -0.9
CN1CCN(CC(=O)Nc2c(C(=O)c3ccccc3)oc3ccccc23)CC1 | -6 | 103 | -19 | 11 | 10* | 1 | 26 | -7 | -2.2
COCCCC1CCN(C(=O)C2CCC(=O)N(CC3CCCCC3)C2)CC1 (stereo not given) | -4 | 103 | 4 | -50 | -2.0 | 1 | 36 | -11 | -1.7
CCOC(=O)C(/C(C)=N/NC(=O)c1ccccc1[N+](=O)[O-])C(C)C (stereo not given) | -26 | 102 | 2 | -1 | -2.4 | -3 | -6 | -4 | -2.1
COc1ccc(NC(=O)c2ccc3ncsc3c2)c2ccccc12 | -14 | 98 | 2 | -28 | -1.1 | 7 | 19 | -10 | -2.5
Cc1ccccc1N(CC(=O)N/N=C/c1ccc(Cl)cc1)C(=O)c1ccccc1 | -1 | 105 | -9 | -13 | -1.6 | 7 | 21 | 6 | -2.5
Cc1cccc(C)c1NC(=O)COC(=O)c1ccccc1Nc1ccccc1 | 7 | 79 | -5 | 1 | -0.4 | 1 | 0 | -4 | -0.8

Next results
SMILES | SUMO HTRF inh | MEKK3 PB1 HTS | NS3 helicase inh | FID counter | VIM-2 inhibitor | IDE cell activ | PHOSPHO1 inh | p-CIP stab down | IMP-1 inh
CCCCCOC(=O)Cn1c(SCC(=O)Nc2ccccc2)nc2c1c(=O)[nH]c(=O)n2C | 19 | 99 | 8 | -9 | -1.9 | 2 | 26 | -11 | -2.1
Cn1c(=O)c(Nc2ccc(Cl)cc2)c2c3c(cccc31)C(=O)c1ccccc1-2 | 2 | 97 | -6 | 3 | -1.1 | nt | -13 | -129 | 0.4
O=C(OCCNC(=O)c1ccc2ccccc2n1)c1cccnc1 | -2 | 99 | 1 | -14 | -4.4 | 5 | 5 | -2 | -2.8
COc1ccc(NC(=O)CN(c2ccc(C)cc2)S(=O)(=O)c2c(C)nn(C)c2C)cc1 | 3 | 99 | -17 | -43 | -0.6 | 6 | 51 | 9 | -0.3
CCOc1ccc2c(=O)c(-c3ccc4c(c3)OCCCO4)c(C)oc2c1 | -17 | 95 | -9 | 0 | 0.7 | -5 | 2 | 9 | -0.6
CCOc1ccc(OCCCCOc2ccccc2C(C)=O)cc1 | -16 | 104 | 3 | -17 | -0.6 | 3 | -12 | 2 | -5.2
O=C(Nc1nc(=O)c2ccccc2s1)c1ccc(Cl)cc1 | -15 | 103 | 7 | 1 | -2.9 | -5 | 24 | -2 | -3.3
COc1cc2c(cc1OC)C1(CCCC1)CNC2C (stereo not given) | -39 | 110 | 5 | 11 | 1.7 | -1 | -8 | 9 | 0.1

Arranged by SMILES length (lowest first): 5 of the compounds above
SMILES | SUMO HTRF inh | MEKK3 PB1 HTS | NS3 helicase inh | FID counter | VIM-2 inhibitor | IDE cell activ | PHOSPHO1 inh | p-CIP stab down | IMP-1 inh
COc1cc2c(cc1OC)C1(CCCC1)CNC2C (stereo not given) | -39 | 110 | 5 | 11 | 1.7 | -1 | -8 | 9 | 0.1
CCOc1ccc(OCCCCOc2ccccc2C(C)=O)cc1 | -16 | 104 | 3 | -17 | -0.6 | 3 | -12 | 2 | -5.2
O=C(OCCNC(=O)c1ccc2ccccc2n1)c1cccnc1 | -2 | 99 | 1 | -14 | -4.4 | 5 | 5 | -2 | -2.8
CCCCCOC(=O)Cn1c(SCC(=O)Nc2ccccc2)nc2c1c(=O)[nH]c(=O)n2C | 19 | 99 | 8 | -9 | -1.9 | 2 | 26 | -11 | -2.1
COc1ccc(NC(=O)CN(c2ccc(C)cc2)S(=O)(=O)c2c(C)nn(C)c2C)cc1 | 3 | 99 | -17 | -43 | -0.6 | 6 | 51 | 9 | -0.3

Screening results from PubChem.
